Screening results (PubChem)
Salmonella PhoP GFP: Inhibition of PhoP regulon, Salmonella typhi GFP reporter cells, confirmation, 4 h (AID 1850); Salmonella Typhi PhoP-promoter GFP reporter, fluorescence, 4 h; higher % means a stronger effect; one-dose inhibition, % at 50 µM; IC50 in µM for titrated hits; 310,000 tested, 0.33% active; in the data active means a potency from the dose series; inconclusive means inhibition mostly from about 25% at the one dose, without a potency; inactive means the rest, 99 in 100 with inhibition below about 19%;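 further: 0% = induced wells with vehicle and 100% = uninduced wells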
M. tuberculosis: growth inhibition of non-replicating M. tuberculosis (AID 488890); Mycobacterium tuberculosis non-replicating, growth inhibition; higher % means a stronger effect; inhibition, % at 25 µM; hits with a dose series show IC50 in µM; 320,000 tested, 0.39% active; in the data active means a potency from the dose series; inconclusive means inhibition mostly from about 82% at the one dose, without a potency; inactive means the rest, 99 in 100 with inhibition below about 76%;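 further: plate controls were DMSO cells for no effect and high antibiotic wells for full effect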
VEEV TC-83 Vero: inhibitors of VEEV TC-83 cytopathic effect, confirmation, Vero cells (AID 588727); 350,000 tested, 0.13% active; Vero cells, VEEV TC-83 cytopathic effect inhibition; higher % means a stronger effect; one-dose inhibition, % at 20 µM; IC50 in µM for titrated hits; in the data active means a potency from the dose series; inconclusive means inhibition mostly from about 14% at the one dose, without a potency; inactive means the rest, 99 in 100 with inhibition below about 12%; further: strong numbers were not always called active
H1N1 NS1A inhibition: NS1A inhibition, H1N1 influenza, cell based functional assay (AID 504329); NS1A functional cell-based assay, percent inhibition; higher % means a stronger effect; one-dose inhibition, % at 12.5 µM; IC50 in µM for titrated hits; 340,000 tested, 0.3% active; in the data active means a potency from the dose series; inconclusive means inhibition above about 27% without an active follow-up result; further: strong numbers were not always called active
M. tuberculosis HTS: M. tuberculosis growth inhibition, HTS (AID 449762); 330,000 tested, 0.59% active; M. tuberculosis H37Rv growth inhibition, 7H9 media; higher % means a stronger effect; inhibition, % at 25 µM, or IC50 in µM where a hit was titrated; in the data active means a potency from the dose series; inconclusive means inhibition above about 70% without an active follow-up result;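 further: bacterial growth assessed after seven days of incubation; strong numbers were not always called active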
VEEV TC-83 Vero 10K pilot screen: recorded beside VEEV TC-83 Vero, whose call it bears; inhibition, %; measured here: 10K pilot screen inhibition
An asterisk follows results filed as active; i = inactive; ? = inconclusive; / = not tested or not shown.

SMILES | Salmonella PhoP GFP | M. tuberculosis | VEEV TC-83 Vero | H1N1 NS1A inhibition | M. tuberculosis HTS | others
CN1CCN(CP(=O)(N2CCOCC2)N2CCOCC2)CC1 | -12% | -8% | 1.6% | -5% | 0%
CN(C)c1ccc(CNc2ccc3c(c2)ncn3C(C)(C)C)cc1 | 8% | 5% | i | 0% | 8%
O=C1CC(NS(=O)(=O)c2ccc([N+](=O)[O-])cc2)CN1c1ccc2c(c1)OCCO2 (stereo not given) | 5% | 6% | i | -3% | -4%
Cn1c(N)c(C(=O)COC(=O)c2ccc(S(=O)(=O)N3CCCCC3)cc2)c(=O)n(C)c1=O | 0% | -5% | / | / | 1%
N#Cc1c(Nc2ccccc2)c(C=NCCN2CCOCC2)c[nH]c1=O | 21% | -12% | 0.2% | 0% | 52%
CCOc1ccc(NC(=O)c2ccc(C#CC(C)(C)O)cc2)cc1 | -8% | 30% | 1.9% | 9% | 6%
O=C(NCc1cc(Br)cc(Br)c1OC(=O)c1ccccc1[N+](=O)[O-])c1ccccc1 | 6% | 11% | 8.6% | 0% | 5%
COc1cc(C(=O)NCc2cc3cc(Cl)ccc3n2C)cc(OC)c1OC | -10% | 5% | 0.3% | -4% | 5%
CCOC(=O)c1sc(=NC(=O)c2ccco2)n(C)c1C | 2% | -7% | 0.7% | 2% | 3%
COc1ccc(C(CNC(=O)c2cccc(S(=O)(=O)Nc3ccc(F)cc3)c2)N(C)C)cc1 (stereo not given) | / | / | 1.4% | -7% | /
O=C(COC(=O)CNC(=O)c1ccc(Cl)cc1)Nc1ccc(Cl)cc1C(F)(F)F | -7% | -4% | 0.5% | -3% | -5%
N/C(=N\OC(=O)C1CCCCC1)c1ccc(Br)cc1 | 3% | 49% | 1.0% | -21% | -1%
COc1ccc(S(=O)(=O)N2CCCOC2CNC(=O)C(=O)NCCc2ccco2)cc1 (stereo not given) | -6% | 8% | 1.1% | 1% | -7%
Cc1ccc(CN2CCN(Cc3cccc(-n4cccn4)c3)CC2CCO)cc1 (stereo not given) | -5% | 22% | i | -6% | 4% | VEEV TC-83 Vero 10K pilot screen=0.0
Cc1ccc(-n2ncc3c(NNC(=O)Cc4ccccc4)ncnc32)cc1 | -4% | -5% | 1.9% | -4% | 1%

An excerpt from above in order of SMILES length, highest first.
SMILES | Salmonella PhoP GFP | M. tuberculosis | VEEV TC-83 Vero | H1N1 NS1A inhibition | M. tuberculosis HTS | others
O=C1CC(NS(=O)(=O)c2ccc([N+](=O)[O-])cc2)CN1c1ccc2c(c1)OCCO2 (stereo not given) | 5% | 6% | i | -3% | -4%
O=C(NCc1cc(Br)cc(Br)c1OC(=O)c1ccccc1[N+](=O)[O-])c1ccccc1 | 6% | 11% | 8.6% | 0% | 5%
COc1ccc(S(=O)(=O)N2CCCOC2CNC(=O)C(=O)NCCc2ccco2)cc1 (stereo not given) | -6% | 8% | 1.1% | 1% | -7%
Cc1ccc(CN2CCN(Cc3cccc(-n4cccn4)c3)CC2CCO)cc1 (stereo not given) | -5% | 22% | i | -6% | 4% | VEEV TC-83 Vero 10K pilot screen=0.0
COc1cc(C(=O)NCc2cc3cc(Cl)ccc3n2C)cc(OC)c1OC | -10% | 5% | 0.3% | -4% | 5%
CCOc1ccc(NC(=O)c2ccc(C#CC(C)(C)O)cc2)cc1 | -8% | 30% | 1.9% | 9% | 6%

(more compounds)
SMILES | Salmonella PhoP GFP | M. tuberculosis | VEEV TC-83 Vero | H1N1 NS1A inhibition | M. tuberculosis HTS | others
NC(=O)Cc1ccc(Nc2nnc(-c3ccc(O)cc3)c3ccccc23)cc1 | -1% | 4% | 5.8% | 9% | 7% | VEEV TC-83 Vero 10K pilot screen=6.3
CCC(C)NC(=O)Cn1nc(C(F)(F)F)c2c1CCCC2 (stereo not given) | 3% | 11% | i | -15% | -7% | VEEV TC-83 Vero 10K pilot screen=0.0
O=c1c(C(c2ccc(Cl)cc2)c2c(O)nc3n(c2=O)CCS3)c(O)nc2n1CCS2 | 0% | 13% | i | -1% | 14%
COc1cc(OC)cc(-c2nnc(SCc3cccc(C(=O)O)c3)o2)c1 | -2% | -11% | 3.6% | -4% | -1%
CCN(c1cccc(C)c1)S(=O)(=O)c1ccc2c(c1)oc(=O)n2C | 9% | 2% | 1.5% | -6% | -3%
Cc1ccccc1NC(=S)N(Cc1cccs1)C1CCCCC1 | -13% | -12% | i | 6% | -2%
Cc1nn2c(N3CCN(C)CC3)c3c(nc2c1-c1ccccc1)CCCC3 | 4% | 23% | 3.6% | / | 58%
Nc1ccn(C2CCCO2)c(=O)n1 (stereo not given) | / | / | i | -4% | /
COC(=O)c1ccccc1N=Cc1c(O)[nH]c(=O)[nH]c1=O | 1% | -1% | 1.4% | -6% | -8%
O=C1N/C(=C/c2ccsc2)C(=O)N1c1ccccc1 | -11% | 13% | 2.5% | -1% | 8%
COc1cc(O)c2c(=O)c3c(O)c(O)ccc3oc2c1OC | / | / | 2.2% | 6% | /
CCC[C@@H]1C[C@@]1(CCC)[C@@H](NP(=O)(c1ccccc1)c1ccccc1)c1ccc(C(=O)OC)cc1 | -1% | 23% | / | / | 27%
Cc1ccc2c(c1)C(O)(c1c(C)[nH]c3ccccc13)C(=O)N2 (stereo not given) | -6% | / | 1.0% | 11% | -6%
O=C1N(CN2CCOCC2)c2ccccc2C1(O)c1c[nH]c2ccccc12 (stereo not given) | 9% | 5% | 3.2% | -4% | -5%
Cc1ccccc1Cn1nnc(-c2ccc3c(c2)OCO3)n1 | -7% | 69% | 5.0% | 4% | -4%
O=C(NCCc1c[nH]c2ccccc12)C(=O)NCC1OCCCN1S(=O)(=O)c1cc(F)ccc1F (stereo not given) | 6% | 34% | 7.4% | 8% | 6%
COc1cc2ccccc2cc1C(=O)N1CCN(C)CC1 | -11% | 10% | 1.9% | 6% | -5%
CC1CCCCN1C(=O)C(Cc1ccccc1)N1C(=O)C2CCCCC2C1=O (stereo not given) | -1% | 15% | 0.5% | -3% | 6%
CCOC(=O)N1CCN(S(=O)(=O)c2ccc3c(c2)NC(=O)CO3)CC1 | / | / | 2.8% | -7% | /
Cc1ccc2c(c1)COc1c3ccc(C(=O)N4CCOCC4)cc3nn1-2 | -8% | -8% | 1.2% | 1% | -3%
COc1ccc(C(=O)N2CCC(C(=O)N3CCN(c4ccccc4)CC3)CC2)cc1 | -6% | -7% | 2.1% | -7% | -4%
CC(CN1CCCCC1)OC(=O)c1ccccc1F (stereo not given) | -4% | -3% | 0.8% | 0% | -1%
Cc1ccc2cc(CCNC(=O)CCCc3ccccc3)c(=O)[nH]c2c1C | -24% | -3% | 1.8% | 0% | -6%
O=C(c1ccc(Cn2c(=S)[nH]c3cc4c(cc3c2=O)OCO4)cc1)N1CCN(c2ccccc2)CC1 | 2% | 2% | 3.7% | 3% | 3%
CC(C)N(C(=S)NC1CCCCC1)c1ccccc1 | 5% | 17% | / | / | -4%
Fc1ccccc1Nc1nc(NCc2ccco2)nc(N2CCOCC2)n1 | -3% | 14% | 3.5% | 3% | 4%
COCCCNCCOc1ccccc1-c1ccccc1 | -4% | 28% | 0.2% | -7% | 2%
CCN(CC)S(=O)(=O)c1ccc(N2CCCC2)c(C(=O)OCC(=O)N2CCCC2)c1 | 2% | 6% | 0.2% | -2% | -6%
COc1nc(NC(C)(C)C)nc(Oc2ccc(=O)n(C)n2)n1 | -3% | -24% | 1.1% | 2% | -6% | VEEV TC-83 Vero 10K pilot screen=0.6
COC(=O)c1sccc1NC(=O)c1ccccc1F | -17% | 15% | 0.1% | -3% | 8%
CCc1cccc2c(/C=N/NC(=O)c3cccc(S(=O)(=O)Nc4ccccc4Cl)c3)c[nH]c12 | 4% | -7% | 2.9% | 1% | 19%
CN(Cc1ccco1)C(=O)Cn1ncc2c([nH]c3ccccc32)c1=O | 3% | 0% | 1.8% | 0% | 2%
CCOC(=O)Cc1csc(NC(=S)NC(=O)c2ccccc2Br)n1 | 0% | 62% | 2.0% | 2% | -11%
O=C(CCNS(=O)(=O)c1ccc(Cl)cc1)OCC(=O)N1CCN(C(=O)c2ccco2)CC1 | -4% | -2% | 2.4% | -3% | -2%
COCCOC(=O)C1=C(C)OC(N)=C(C#N)C1c1ccc2c(c1)OCO2 (stereo not given) | -9% | 0% | 8.9% | 6% | -8%
NNC(=O)c1ccc(Oc2cc(Cl)cc(Cl)c2)o1 | 6% | 23% | 0.3% | 3% | 1%
Cc1ccc(C(=O)N2CCN(c3ccc(NC(=O)Cc4ccccc4)cc3)CC2)cc1 | -3% | 28% | 6.0% | -4% | 14%
CSc1ncc(C(=O)Nc2cccc(C)c2C)c(C)n1 | 7% | 37% | 0.7% | 2% | ?
COc1ccc(NC(=O)C2C3C=CC(C3)C2C(=O)O)cc1 (stereo not given) | 3% | -5% | i | -4% | 5%
CC(C)C[C@H](NC(=O)N1CCCCCC1)C(=O)O | -3% | 8% | 1.4% | -6% | 7%
COc1ccc(S(=O)(=O)N2CCN(C(=O)NC3CCCCC3)CC2)cc1OC | -5% | 7% | 2.0% | 25% | -11%
CC(C)(C)NC(=O)CN(C(=O)C(=O)Nc1ccc2c(c1)OCCO2)C1CCCC1 | -3% | 0% | 0.7% | -9% | 5%
CN(C)C(CNC(=O)CNC(=O)c1ccc2ccccc2c1)c1ccccc1 (stereo not given) | 6% | 5% | 4.1% | -4% | 7%
C/C(=N\NC(=O)CSCc1ccc([N+](=O)[O-])cc1)c1ccccc1O | -11% | 54% | 1.5% | -7% | -1%
Cc1ccc(-c2nc3ccccc3c(=O)n2N)cc1 | -3% | 21% | 0.8% | -3% | 12%
COc1c(C(=O)Nc2c(C)n(C)n(-c3ccccc3)c2=O)ccc2ccccc12 | -3% | 9% | 5.6% | 9% | -5%
O=C(COC(=O)c1ccc(Cl)nc1)NC(=O)c1ccc(OC(F)F)cc1 | -3% | 76% | 0.4% | -11% | 1%
CC(C)c1ccc(CC(NC(=O)c2ccccc2)C(=O)NCC(=O)O)cc1 (stereo not given) | -8% | 3% | 0.4% | -4% | -9%
O=C1CCCCC1(c1ccccc1)c1ccccc1 | / | / | 2.2% | -10% | /
O=C(CCN1CCCCC1)Nc1cccc(Cl)c1 | 6% | -4% | 1.0% | -11% | 0%
CCCOc1ccc(/C(O)=C2/C(=O)C(=O)N(CCCOC)C2c2ccncc2)cc1 (stereo not given) | -11% | -8% | 0.3% | 0% | -25%
Cc1cc(C)nc(N2C(=O)CC(Cc3ccccc3)C2=O)n1 (stereo not given) | -5% | 0% | 1.8% | 5% | 3%
COCCCNC(=O)CN(Cc1ccccc1)S(=O)(=O)c1ccccc1 | -5% | -5% | i | 19% | -5%
O=Cc1cn(CCC(=O)O)nc1-c1cccc2ccccc12 | 4% | 2% | i | -1% | 4%
CCc1ccc(-c2csc(NC(=O)C3=COCCO3)n2)cc1 | / | 45% | 5.7% | -4% | 36%
CCN(CC)C(=O)c1cc(-c2ccc3c(c2)OCO3)on1 | 5% | 16% | 0.6% | -4% | 5%
COc1ccc(NC(=O)c2ccc3ccccc3n2)cc1S(=O)(=O)Nc1ccccc1Cl | -3% | -3% | 1.7% | -5% | -2%
COCCNC(=O)C(=O)Nc1cccc(Br)c1 | 3% | -4% | 0.6% | -1% | -13%
O=C(CSc1nnnn1C1CCCCC1)N1CCc2ccccc21 | -6% | 1% | 0.1% | -3% | -6%
CS(=O)(=O)c1cccc(C(=O)OCCCC(=O)c2ccccc2)c1 | / | 2% | 4.6% | -5% | -5%

(next part)
SMILES | Salmonella PhoP GFP | M. tuberculosis | VEEV TC-83 Vero | H1N1 NS1A inhibition | M. tuberculosis HTS | others
O=C(CNC(=O)c1ccccc1F)OCC(=O)c1ccc(Cl)s1 | -3% | 36% | 2.5% | -1% | 8%
CCn1c(-c2sc(-c3ccccc3)nc2C)n[nH]c1=S | 2% | -4% | 8.6% | -4% | -4%
CCn1c(SCC(=O)Nc2ccccc2)nnc1C1CCCCC1 | 1% | 12% | 2.6% | 5% | 10%
O=C(Nc1cccc(NC(=O)c2ccccc2[N+](=O)[O-])n1)c1ccccc1[N+](=O)[O-] | 20% | 3% | 1.2% | 20% | 1%
Cc1ccc(OCC(=O)NC(=S)Nc2cccc(NC(=O)c3ccccc3)c2)cc1 | -5% | -12% | 0.2% | 24% | -5%
CC(C)N(C(=S)Nc1cc(S(=O)(=O)N2CCOCC2)ccc1Cl)c1ccccc1 | -6% | -9% | 1.3% | -5% | -6%
COc1ccccc1C1(O)CCN(CC(=O)Nc2c(C)nn(C)c2C)CC1 | 9% | 12% | 0.4% | -10% | 3%
Cc1cc[n+]2cc(-c3cccc([N+](=O)[O-])c3)c(-c3cccc([N+](=O)[O-])c3)cc2c1 | 1% | -3% | 0.8% | 1% | 0%
CCS(=O)(=O)N1CCC(C(=O)Oc2ccc(Cl)cc2)CC1 | 1% | 52% | 1.1% | -8% | 1%
